HTRA1 inh = inhibitors of human serine peptidase HTRA1 | recombinant HTRA1, FP-rhodamine activity-based probe, fluorescence polarization | Q92743 | inhibition, % at 5.96 µM | 340,000 compounds, 0.5% hits; in the data active = inhibition above about 36%;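 note: 0% = enzyme with DMSO and 100% = wells lacking enzyme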
NR1D1 modulator = modulators of human Rev-erb alpha DNA binding; P20393; Rev-erbα–FITC-DNA binding, fluorescence polarization, 90 min; activity, % at 10 µM; 370,000 compounds, 0.79% hits; AID 1259318;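 active = activity above about 14%, limit read from the data; passing the limit was not always enough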;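 note: 0% = DMSO wells with 35 nM protein and 100% = DMSO wells with 750 nM protein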
Target sequence (P20393 whole entry, looked up): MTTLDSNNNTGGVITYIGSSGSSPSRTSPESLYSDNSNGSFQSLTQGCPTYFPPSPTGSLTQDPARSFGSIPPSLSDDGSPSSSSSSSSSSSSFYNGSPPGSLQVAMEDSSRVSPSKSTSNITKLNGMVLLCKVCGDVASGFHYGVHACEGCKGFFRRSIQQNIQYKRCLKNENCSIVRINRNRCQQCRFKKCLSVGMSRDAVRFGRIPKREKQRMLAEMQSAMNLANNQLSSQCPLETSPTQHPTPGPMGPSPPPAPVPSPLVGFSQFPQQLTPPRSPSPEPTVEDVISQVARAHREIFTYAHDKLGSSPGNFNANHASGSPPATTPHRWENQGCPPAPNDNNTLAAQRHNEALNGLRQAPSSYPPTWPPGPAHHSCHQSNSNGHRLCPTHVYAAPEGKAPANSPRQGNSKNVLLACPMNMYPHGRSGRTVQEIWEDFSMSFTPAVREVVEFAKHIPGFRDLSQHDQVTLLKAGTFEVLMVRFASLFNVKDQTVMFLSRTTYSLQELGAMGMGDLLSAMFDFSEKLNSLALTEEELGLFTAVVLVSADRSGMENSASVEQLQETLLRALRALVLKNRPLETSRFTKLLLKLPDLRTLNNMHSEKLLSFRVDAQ
rCAG RNA binder = r(CAG) repeat RNA binding. TO-PRO-1 dye displacement fluorescence. inhibition, % at 3 µM. 370,000 compounds, 1.3% hits. AID 651821;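 active = inhibition above the plate cutoff, the mean of all test compounds on that plate plus 3 SD, cut at about 35% in these data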;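 note: 0% = DMSO alone and 100% = 100 µM mitoxantrone as full dye displacement; higher means more dye released from RNA so lower well fluorescence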
PRMT1 FP inh = PRMT1 (human) inhibition, primary screen | recombinant PRMT1, activity-based probe fluorescence polarization | Q99873 | inhibition, % at 2.79 µM | 370,000 compounds, 1.3% hits;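 active = inhibition above about 21% made by adding two undisclosed values, limit read from the data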
UHRF1 MBD2 ctr = UHRF1 methyl-DNA binding inhibition; 370,000 compounds, 0.75% hits; inhibition, % at 4.4 µM; UHRF1 binding to methylated oligo, TR-FRET; AID 687016; in the data active = inhibition above about 21%;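 note: UHRF1 SRA domain binding a hemimethylated CpG hairpin DNA probe; 0% = median of test compound wells and 100% = reference inhibitor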
LEDGF integ inh = blocks HIV-1 LEDGF/p75-dependent DNA integration. TR-FRET IN-LEDGF/p75 DNA integration, Eu/Cy5. inhibition, % at 3.7 µM. 370,000 compounds, 0.64% hits. AID 743269;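 active = inhibition above the screen-wide mean plus 3 SD, cut at about 13% in these data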;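 note: signal is the Cy5 over europium emission ratio at 671 and 618 nm; 0% = plate median of compound wells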
ABHD4 inh = inhibitors of mouse ABHD4; inhibition, % at 8.92 µM; 370,000 compounds, 0.54% hits; purified mABHD4, FP-Rh probe fluorescence polarization; Q8VD66;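 active = inhibition exceeding the mean over every tested compound plus 3 SD, cut at about 30% in these data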;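 note: 0% = plate median of compound wells and 100% = S159A mutant with DMSO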
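Doses – 8.92 µM, single dose · Material – wild-type mouse ABHD4 protein · Replication – single well per compound (singlicate) · Measure – percent inhibition of probe binding, normalized to plate controls · Schedule – 45 min compound pre-incubation plus 60 min probe step, 25 °C · Detection – fluorescence polarization with parallel and perpendicular emission, 525/598 nm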
MBD2 inh = MBD2-methylated oligo binding inhibition. TR-FRET, MBD2 binding to methylated oligonucleotide. AID 686964. inhibition, % at 4.4 µM. 370,000 compounds, 0.31% hits; in the data active = inhibition above about 13%
Target sequence (Q9UBB5 whole entry, looked up): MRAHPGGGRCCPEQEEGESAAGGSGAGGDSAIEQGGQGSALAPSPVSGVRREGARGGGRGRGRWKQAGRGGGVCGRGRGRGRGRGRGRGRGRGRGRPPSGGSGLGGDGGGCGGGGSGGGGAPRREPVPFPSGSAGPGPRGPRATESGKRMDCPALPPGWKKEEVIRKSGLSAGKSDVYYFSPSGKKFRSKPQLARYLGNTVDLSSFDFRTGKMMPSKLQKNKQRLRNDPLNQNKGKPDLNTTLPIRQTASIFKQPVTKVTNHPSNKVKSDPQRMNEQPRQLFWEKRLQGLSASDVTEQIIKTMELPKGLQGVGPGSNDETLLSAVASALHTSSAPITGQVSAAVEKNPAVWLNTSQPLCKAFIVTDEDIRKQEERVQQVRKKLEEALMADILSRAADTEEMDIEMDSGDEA
PG9 Ab binder = small molecules binding HIV-1 gp120 antibody PG9 | TR-FRET gp120-PG9 antibody binding | inhibition, % at 6.7 µM | 360,000 compounds, 0.43% hits; in the data active = inhibition above about 8.5%
TCR-CD3 inh = human TCR-CD3 binding inhibition | 360,000 compounds, 0.37% hits | TAMRA-labeled TCR probe fluorescence, biochemical | inhibition, % at 9.4 µM | AID 651800; in the data active = inhibition above about 19%;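 note: recombinant mutant TCR 2C K166C tagged with TAMRA read by polarization; 0% = receptor in buffer alone and 100% = receptor with positive control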
The depositor's hits bear a star; x = not tested or not shown. These rows are one share of the data; the hit share may differ from the screen's.

Compound	HTRA1 inh	NR1D1 modulator	rCAG RNA binder	PRMT1 FP inh	UHRF1 MBD2 ctr	LEDGF integ inh	ABHD4 inh	MBD2 inh	PG9 Ab binder	TCR-CD3 inh
CCC(C)(C)n1nnnc1CN1CCN(c2nc3ccc(C)cc3cc2C#N)CC1	4.2	-2.0	-2.3	0.9	-1.9	-3.4	9.3	5.4	-0.5	3.7
CC1(C)CC(=O)C2=C(C1)NC(=O)CC2	x	-1.2	0.0	7.9	0.7	-1.6	10.9	6.4	-0.3	4.5
O=C(CSc1cccc2cccnc12)OCC(=O)c1ccc(Br)cc1	-0.4	4.0	0.3	2.1	-1.1	1.9	-3.1	-3.0	0.9	-2.9
CCOC(=O)C1=CCN(S(=O)(=O)c2ccc(Br)cc2)C1c1cccc(F)c1 (configuration not stated)	x	-2.0	4.6	4.1	-2.5	-2.2	-5.4	2.5	0.0	2.2
O=C(O)c1ccc(/C=C2\SC(=Nc3ccccc3)N(c3ccccc3)C2=O)cc1	-10.7	-5.3	12.7	1.3	1.6	0.7	-8.0	-1.4	-4.2	9.0
C/C(NC1CCCCC1)=C(/C#N)C(=O)NCCN1CCOCC1	6.7	0.5	3.6	-1.7	-0.8	3.1	7.0	4.8	1.1	2.1
COc1ccc(CCNc2nc(C)nc3c2nnn3Cc2ccccc2)cc1	5.9	-0.5	-1.8	0.6	0.8	1.8	-4.5	4.4	-0.2	-0.1
Cc1ccc(C(=O)Nc2ccncc2)c(C)c1	2.3	-2.8	-4.3	0.3	3.4	-5.0	-1.5	1.4	0.7	-1.3
CC1CC(C)(C)NC(=S)N1CCC(=O)N1CCc2ccccc2C1 (configuration not stated)	0.2	4.0	-5.5	-0.8	2.3	2.3	1.1	1.8	-0.6	-0.2
CC1=C(C(=O)N2CCOCC2)C(c2cccc3ccccc23)NC(=S)N1 (configuration not stated)	4.2	0.7	2.2	2.9	3.8	0.2	-3.0	2.1	-3.3	-0.1
COc1ccc(-c2nc(=S)c3ccc4ccccc4c3[nH]2)cc1	-8.2	-5.1	6.7	-1.7	3.5	1.1	-2.0	-6.5	-1.1	1.0
CC1Cc2ccccc2N1C(=O)C1CCCN(S(=O)(=O)c2cccc3nsnc23)C1 (configuration not stated)	-8.3	-0.6	-2.7	1.2	-0.5	5.3	5.6	1.7	0.2	1.6
CC(C)S(=O)(=O)C1=NSC2=NC(=O)/C(=C\c3ccc(OC(=O)c4ccco4)cc3)C(=N)N21	0.1	6.4	16.6	1.7	-1.9	3.4	-1.3	-1.2	-5.9	8.5
Cc1ccc(N(Cc2ccccc2O)C(=O)c2ccccc2F)cc1	-11.8	1.5	-3.8	-2.2	4.7	-0.8	-15.5	-2.6	3.2	-12.1
CC#CCCCC(=O)Nc1ccccc1C(=O)O	4.5	-0.7	6.6	-1.8	-0.3	2.2	-2.0	-0.9	-1.5	7.0
O=C(Nc1ccc(Cl)cc1)c1ccc(Br)cc1F	-19.2	2.0	-2.8	0.6	-1.6	-3.5	-6.7	-2.1	-1.8	1.9
OC(c1cccc(Cl)c1)c1nc(-c2ccoc2)cs1 (configuration not stated)	x	-2.3	11.9	9.9	-0.8	12.2	3.0	11.6	-0.3	-8.2
COc1cccc(CN(C)CC(=O)Nc2ccccc2N2CCOCC2)c1OC	6.5	6.0	-9.9	1.7	-0.9	0.5	1.9	-0.1	-1.3	-2.5
Cc1ccc(C(=O)N(CC(=O)NC2CCCC2)c2ccc3c(c2)OCCO3)s1	0.5	5.6	-5.3	-2.0	-1.8	1.0	-1.6	-2.0	-1.7	6.5
O=C(NCCO)/C(=C\c1ccc(Br)cc1)NC(=O)c1cccs1	2.7	-3.9	1.3	-2.1	-2.7	-1.6	-0.7	0.6	-2.7	4.7
COC(=O)C1CCN(Cc2nnc(-c3ccccc3)o2)CC1	-6.3	1.3	0.0	1.1	0.1	-4.3	8.5	2.5	-0.9	4.6
CC(C)(C)S(=O)N1C[C@@H]2CC(=O)C(CCO)=C2[C@H]1CCO (some centres not stated)	x	-1.5	1.6	3.0	2.1	-0.6	0.2	0.0	-1.2	-3.8
CCc1cccc2c1NC(=O)C2=O	-10.1	-1.6	3.2	2.2	-5.8	-0.6	-3.2	-7.7	-1.4	-6.3
O=C(COc1ccc2ccc(=O)oc2c1)NCc1ccccn1	8.5	2.1	-0.5	-1.1	-5.1	-2.3	-0.1	-2.9	-1.2	7.9
COc1ccc(Cc2nnc(SC)[nH]c2=O)cc1OC	2.7	-0.5	-0.7	-2.2	1.4	-2.7	14.6	-2.8	-0.4	-7.5
CCOC(=O)c1[nH]c2c(c1C)C(=O)CC(c1ccc(OC)c(OC)c1)C2 (configuration not stated)	0.1	-1.7	-4.8	-1.2	0.2	-0.7	0.4	-4.0	4.8	1.0
CCCCOc1ccc(N(CC(=O)NC2CCCCC2)C(=O)CCC(=O)Nc2ccccn2)cc1	3.3	-1.3	-1.0	3.8	0.8	-0.5	-3.5	-4.6	0.3	5.0
CC(C)[C@H](NC(=O)c1ccccc1)C(=O)OCC(=O)c1ccccc1F	-5.1	11.8	-3.8	2.0	-2.3	-1.1	-1.3	4.2	-1.9	-1.9
O=C(Cn1ncc2c([nH]c3ccccc32)c1=O)N1CCN(c2ccccn2)CC1	-6.6	-0.2	-1.3	-3.2	-1.4	2.1	-1.7	-3.3	0.4	7.6
COc1ccc(OC)c(NC(=O)c2ccc3c(c2)C(=O)N(CC2CCCO2)C3=O)c1 (configuration not stated)	-4.3	0.4	-1.7	-1.7	0.3	2.8	-1.1	1.8	-0.2	5.5

3 of the compounds above, field by field:
COc1ccc(OC)c(NC(=O)c2ccc3c(c2)C(=O)N(CC2CCCO2)C3=O)c1 (configuration not stated)
  HTRA1 inh = -4.3
  NR1D1 modulator = 0.4
  rCAG RNA binder = -1.7
  PRMT1 FP inh = -1.7
  UHRF1 MBD2 ctr = 0.3
  LEDGF integ inh = 2.8
  ABHD4 inh = -1.1
  MBD2 inh = 1.8
  PG9 Ab binder = -0.2
  TCR-CD3 inh = 5.5
CCOC(=O)C1=CCN(S(=O)(=O)c2ccc(Br)cc2)C1c1cccc(F)c1 (configuration not stated)
  HTRA1 inh = x
  NR1D1 modulator = -2.0
  rCAG RNA binder = 4.6
  PRMT1 FP inh = 4.1
  UHRF1 MBD2 ctr = -2.5
  LEDGF integ inh = -2.2
  ABHD4 inh = -5.4
  MBD2 inh = 2.5
  PG9 Ab binder = 0.0
  TCR-CD3 inh = 2.2
CC(C)[C@H](NC(=O)c1ccccc1)C(=O)OCC(=O)c1ccccc1F
  HTRA1 inh = -5.1
  NR1D1 modulator = 11.8
  rCAG RNA binder = -3.8
  PRMT1 FP inh = 2.0
  UHRF1 MBD2 ctr = -2.3
  LEDGF integ inh = -1.1
  ABHD4 inh = -1.3
  MBD2 inh = 4.2
  PG9 Ab binder = -1.9
  TCR-CD3 inh = -1.9

More compounds:
Screens in order: HTRA1 inh | NR1D1 modulator | rCAG RNA binder | PRMT1 FP inh | UHRF1 MBD2 ctr | LEDGF integ inh | ABHD4 inh | MBD2 inh | PG9 Ab binder | TCR-CD3 inh
CC(=O)Nc1cccc(C(=O)Nc2ccc(S(=O)(=O)NC3=NCCCCC3)cc2)c1
→ -2.4 | 5.0 | 1.1 | -2.3 | 1.3 | 0.0 | -0.9 | -0.4 | -1.4 | -4.1
O=C(NCCCN1CCCC1=O)c1cc(S(=O)(=O)N2CCN(c3ccccc3)CC2)ccc1Cl
→ -2.8 | 10.8 | 5.3 | -3.1 | -4.6 | -0.8 | 0.6 | -1.6 | -1.2 | 3.4
C[C@H](NC(=O)c1ccccc1Cl)C(=O)OCC(=O)NNC(=O)c1cccs1
→ -4.8 | -3.3 | -2.3 | 3.6 | 4.0 | -6.0 | -2.6 | -0.4 | -0.7 | -7.5
CCc1ccc(NC(=O)C(C)OC(=O)Cc2cc(OC)c(OC)c(OC)c2)cc1 (configuration not stated)
→ -2.5 | -3.0 | 1.1 | 0.5 | -1.5 | -0.6 | 0.9 | -0.3 | -0.4 | -3.8
CCCN(CCC)C(=O)c1ccc2c(c1)S(=O)(=O)c1ccccc1C2=O
→ 0.2 | -0.9 | -6.7 | -1.2 | 1.4 | 0.8 | 1.0 | -0.5 | -1.5 | -5.1
CC(C)COC(=O)N1C[C@H](O)C[C@H]1C(=O)Nc1ccc(Cl)cc1
→ -0.7 | 1.5 | -2.6 | 0.6 | 2.9 | 5.9 | -2.8 | 0.5 | -1.1 | 8.4
CC1(CCCN2C(=O)c3ccccc3C2=O)OCCO1
→ x | -4.9 | -1.6 | -4.0 | -1.3 | 5.1 | 5.5 | -5.9 | -1.2 | 0.3
O=C(Cc1cccs1)NCc1cc(Cl)cc(Cl)c1
→ 3.1 | -4.8 | -2.8 | 1.6 | 1.8 | -2.8 | -2.9 | 2.0 | -0.2 | 0.2
CCN(CC)C(=O)c1oc(=O)c2ccccc2c1-c1ccc(C)cc1
→ x | -1.6 | 2.4 | -9.8 | -1.9 | 5.6 | -3.6 | -3.2 | x | x
COc1ccc(NC(=O)CN(C)C(=O)c2cnc(Cl)c(Cl)c2)cc1
→ -13.9 | 2.8 | 1.4 | -3.3 | 1.4 | 0.6 | -0.7 | -8.7 | -0.1 | 7.6
COc1ccccc1CNC(=O)CN(C)S(=O)(=O)c1ccc(F)cc1
→ 4.7 | 6.0 | -3.1 | 7.0 | -0.7 | 0.3 | -1.6 | 3.9 | 0.5 | -2.1
Cc1ccc(NC(=O)Cn2nc(C)c([N+](=O)[O-])c2C)cc1C
→ -2.7 | 1.3 | 0.1 | 5.0 | -0.2 | -6.0 | 3.4 | -3.2 | 0.3 | -0.4
O=C(O)c1cccc(S(=O)(=O)Nc2ccccc2N2CCOCC2)c1
→ 6.3 | -1.4 | 2.7 | -3.5 | 0.2 | -0.3 | -1.3 | 2.5 | -0.9 | 4.8
O=C(CNC(=O)[C@@H]1Cc2ccccc2CN1)NCc1ccco1
→ 9.2 | 0.6 | 6.9 | 7.3 | 0.5 | 2.8 | 1.4 | -0.6 | 0.6 | -0.9
COC(=O)c1sccc1Oc1ccc(Cl)cc1N1C(=O)CCC1=O
→ 11.6 | 3.9 | -0.8 | -4.2 | 0.0 | -2.9 | 1.0 | 0.1 | -0.6 | 0.4
CSc1nsc(SCC(=O)Nc2ccc(NC(C)=O)cc2)n1
→ 1.2 | 6.4 | -2.0 | 3.4 | -0.5 | 6.7 | -2.2 | 3.1 | -0.3 | 3.0

Source: PubChem
